Screening results from PubChem.
bCat nuc transl – modulators of beta-catenin nuclear translocation; HeLa beta-catenin nuclear translocation, immunofluorescence imaging; nuclear translocation activity, % at 5 µM; actives 0.3% (n = 190,000);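 active = nuclear translocation activity above 50% at 5 µM, with a well cell count of 50 or more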;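 also: per-cell ratio of nuclear to cytoplasmic median beta-catenin stain intensity; plate controls were DMSO negative control for no effect and GSK-3 inhibitor IX positive control for full effect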
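assay system = human HeLa cells, endogenous beta-catenin | times = compound treatment 24 h, 37°C, 5% CO2 | detection = Anti-beta-catenin immunofluorescence on PFA-fixed, Triton-permeabilized cells, DAPI nuclei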
T cell HTS – modulates CD8 T cell binding to vesicles; 2C CD8+ T cell-vesicle binding, flow cytometry; stronger effect = lower value; calls only at 7 µM; actives 0.068% (n = 330,000);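 active = response, share of CD8 T cells binding vesicles, and their 90th percentile fluorescence all below set limits, cut at about 80% in these data, passing the limit was not always enough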
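Material: murine 2C transgenic CD8+ T lymphocytes / Also added: QL9-peptide-loaded Drosophila micro-vesicles bearing Ld, ICAM-1 and B7-1 / Schedule: binding step 1.5 h, 37 °C, antibody labelling 20 min, ice / Signal: flow cytometry, PE anti-B7-1 (FL2) versus Alexa647 anti-CD8 (FL8), PFA-fixed / Evaluation: percent CD8+ FL2 mean versus row control / Benchmarks: naked versus QL9-loaded vesicles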
Myeloid diff 2 – myeloid differentiation induction | AID 624256 | ER-HoxA9 myeloid progenitors, lysozyme-GFP differentiation, flow cytometry | calls only at 10 µM | actives 1% (n = 360,000);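 active = normalized GFP-positive differentiation at or above the plate's own cutoff, the solvent-only control mean plus 3 SD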;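 also: cells exposed to compound for four days before flow analysis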
WT yeast gro inh – growth inhibition of WT yeast, mitochondrial fusion screen; mitochondrial fusion phenotypic screen, WT strain; inhibition, % at 10 µM; actives 2.1% (n = 190,000); in the data active = inhibition above about 58%; tested in S. cerevisiae
RSV antiviral HEp-2 – inhibition of RSV-induced cytopathic effect – HEp-2 cells, primary 10 µM value included (AID 2391) | HEp-2 cells, RSV-induced CPE inhibition; higher % means a stronger effect | one-dose CPE inhibition, % at 10 µM; IC50 in µM for titrated hits | actives 0.13% (n = 310,000); in the data active = a potency from the dose series; also: strong numbers were not always called active
West Nile antiviral – West Nile virus antiviral activity, cell-based, CPE readout (AID 1621). West Nile virus-infected cells, CPE inhibition; higher % means a stronger effect. one-dose CPE inhibition, % at 10 µM; IC50 in µM for titrated hits. actives 0.02% (n = 290,000); in the data active = a potency from the dose series; also: strong numbers were not always called active
Rac1 GTP hydrolysis – MgcRacGAP GTPase-activating activity inhibitors, confirmation, biochemical, ADP Hunter fluorescence; AID 624330; actives 0.6% (n = 340,000); MgcRacGAP-stimulated Rac1 GTP hydrolysis, ADP Hunter fluorescence; higher % means a stronger effect; GST-tagged Rac1 F28L mutant substrate; one-dose inhibition, % at 30 µM; IC50 in µM for titrated hits;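 active = first-screen hits whose inhibition reached a set limit at any dose in the follow-up dose series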;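 also: fluorescence reports GDP produced by GAP-driven GTP hydrolysis; strong numbers were not always called active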
PhoP inhibition – inhibitors of PhoP regulon expression, primary screen, Salmonella Typhimurium, GFP reporter (AID 1863) | actives 0.16% (n = 300,000) | S. Typhimurium PhoP-regulated promoter GFP reporter, 4 h; higher % means a stronger effect | one-dose inhibition, % at 50 µM; IC50 in µM for titrated hits;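 active = inhibition over 29.93%, a cutoff 3 SD above the screen mean, later confirmed by dose response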;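 also: 0% = low Mg2+ inducing control and 100% = high Mg2+ repressing control; strong numbers were not always called active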
Large T inhibition – TAg ATPase/helicase activity blockers – biochemical (AID 1903); SV40 large T antigen ATPase/helicase inhibition assay; higher % means a stronger effect; inhibition, % at 20 µM; hits with a dose series show IC50 in µM; actives 0.39% (n = 310,000); in the data active = a potency from the dose series; also: strong numbers were not always called active
WT yeast gro inh mutant strain – recorded beside WT yeast gro inh, whose call it bears; inhibition, %; mitochondrial fusion phenotypic screen, mutant strain inhibition
bCat nuc transl cell count 5 µM – also measured in bCat nuc transl; calls as there; cell count; measured here: cell count, cytotoxicity flag
T cell HTS vesicle-bound % – second read-out of T cell HTS, no call of its own (marks repeat the call); double positive events, %; measured here: CD8+ vesicle-bound cell fraction;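 binding gate set so that unloaded-vesicle control wells show 10% double positive cells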
Myeloid diff 2 GFP+ MAC1+ % – also measured in Myeloid diff 2; calls as there; GFP+ MAC1+ double positive, %; measured here: differentiation confirmed by MAC1 staining
* = called active by the depositor; i = inactive; / = not tested or not shown; + = active, no number.

SMILES	bCat nuc transl	bCat nuc transl cell count 5 µM	T cell HTS	T cell HTS vesicle-bound %	Myeloid diff 2	Myeloid diff 2 GFP+ MAC1+ %	WT yeast gro inh	WT yeast gro inh mutant strain	RSV antiviral HEp-2	West Nile antiviral	Rac1 GTP hydrolysis	PhoP inhibition	Large T inhibition
[O-]/C(=C(\C(=S)Nc1ccc(SC(F)F)cc1)[n+]1ccccc1)c1ccc(Cl)cc1Cl	-0.5	1097	i	15	i	0.5	6	4	7.5%	-0.9%	9%	1%	18%
Cc1cc(=O)[nH]c(N/N=C/C(C)c2ccccc2)n1 (centres undefined)	-0.2	1401	i	57	i	0.5	/	/	0.0%	0.1%	-12%	-2%	9%
CCOc1ccc(NC(=O)CN2CCN(CC(=O)Nc3ccc4c(c3)OCCO4)CC2)cc1	0.4	1022	i	21	i	0.6	-9	-8	1.5%	0.1%	8%	-3%	11%
O=S(=O)(N/N=C\c1ccc(-c2ccccc2Cl)o1)c1ccccc1	0.7	486	i	4	i	0.7	34	-3	1.2%	-0.7%	14%	2%	16%
O=C(C[n+]1cccc(/C=N/O)c1)N(Cc1ccccc1)Cc1ccccc1	1.1	1325	i	47	i	0.4	/	/	0.8%	0.0%	2%	-9%	12%
O=C(c1cc(COc2ccc(F)cc2Cl)on1)N1CCC(c2ccncc2)CC1	1.6	905	i	29	i	0.3	-3	31	0.4%	-1.9%	-2%	/	/
O=C(Cc1ccccc1)Nc1ccccc1C(=O)N1CCCCC1	/	/	i	54	i	0.5	/	/	1.9%	-0.4%	9%	3%	24%
CC(C)c1ccc(Cc2nnc(NCCCO)[nH]c2=O)cc1	/	/	i	45	i	0.0	/	/	3.3%	0.9%	13%	-8%	6%
Cc1ccc(Sc2cnc3ccccc3n2)cc1	-5.6	1240	i	46	i	0.7	27	30	5.2%	0.4%	7%	0%	4%
CC(C)(C)c1cc[n+](-c2[nH]c(=O)sc2/C=N/N=C(\[O-])c2ccccc2)cc1	/	/	i	14	i	1.2	/	/	0.0%	0.1%	10%	-1%	13%
CC(C)Cn1c(N)c(C(=O)COC(=O)c2cc(C3CC3)nc3ccccc23)c(=O)n(C)c1=O	2.6	574	i	53	/	/	34	-3	1.8%	-0.3%	/	-9%	6%
CNc1nc(Nc2ccc(C)c(Cl)c2)c2cnn(C)c2n1	/	/	i	20	i	0.6	/	/	7.0%	0.4%	9%	-4%	8%
COc1ccc(CNC(=O)CSc2nnc3c(n2)[nH]c2ccc(OC)cc23)cc1	/	/	i	18	i	0.5	/	/	0.5%	-0.1%	5%	-4%	6%
COc1cc(C#N)c(NC(=O)CN2CCN(CCO)CC2)cc1OC	-0.8	925	i	15	i	0.4	-11	8	-3.0%	-0.1%	10%	-3%	7%
Cc1cccc(OCC(=O)N(Cc2cccs2)C2CCS(=O)(=O)C2)c1C (centres undefined)	-0.2	1125	i	17	i	0.5	2	-3	0.9%	-0.8%	5%	3%	-3%
Cc1c(NC(=O)C(C)Sc2nnc(-c3ccccc3)o2)c(=O)n(-c2ccccc2)n1C (centres undefined)	-4.2	930	i	42	i	0.8	37	19	0.9%	0.0%	-4%	0%	5%
Cc1cccc(OCC(=O)N2CCC3(CC2)CC(=O)c2ccccc2O3)c1	/	/	i	61	i	0.9	/	/	6.3%	/	4%	-6%	11%
CCOc1ccc(NC(=S)N2CCCN(Cc3cc(C)ccc3C)C2)cc1	-0.9	979	i	42	i	0.6	6	-6	0.4%	-1.3%	9%	-6%	9%
Cc1cccc(C)c1NC(=O)COC(=O)c1ccc([N+](=O)[O-])o1	-2.4	1093	i	7	i	0.5	-7	7	1.6%	0.9%	3%	-6%	11%
S=c1[nH]nc(COc2ccc(Cl)cc2)n1-c1ccc(Cl)cc1	/	/	i	56	i	0.5	/	/	3.0%	-0.6%	4%	11%	12%
Cc1cc(-c2ccc(S(=O)(=O)NCc3ccc(F)cc3)cc2)on1	/	/	i	43	i	2.9	/	/	8.4%	-0.8%	17%	-7%	20%
O=C(Nc1nc2c(s1)CCCC2)c1cccc(S(=O)(=O)N2CCCc3ccccc32)c1	0.2	997	i	44	i	1.0	27	20	7.2%	0.1%	-11%	14%	21%
O=C(CSCc1ccccc1F)NCc1ccccc1	-2.9	948	i	32	i	0.4	-10	-2	2.4%	-0.3%	3%	-9%	11%
CCOc1ccccc1NC(=O)C1=C(C)NC(=O)NC1c1cccs1 (centres undefined)	1.5	959	i	9	i	0.1	-7	-1	0.0%	-0.7%	3%	-5%	12%
CCOc1cc(C2C3=C(CC(C)(C)CC3=O)N(CCCOC)C3=C2C(=O)CC(C)(C)C3)ccc1O	/	/	i	36	i	0.5	/	/	0.2%	-0.4%	11%	-1%	5%
Cc1csc(SCCn2c(N3CCOCC3)nc3c2c(=O)[nH]c(=O)n3C)n1	-0.1	1142	i	59	i	3.1	-6	-10	-0.1%	-0.2%	2%	3%	0%
CC1CCC(NC(=O)CCN2C(=O)C3C4C=CC(C4)C3C2=O)CC1 (centres undefined)	/	/	i	51	i	3.5	/	/	5.6%	0.4%	-1%	0%	10%
CO/N=C/C1C(=O)NN=C1c1ccccc1 (centres undefined)	-2.5	1049	i	58	i	0.3	0	-6	0.7%	0.2%	8%	4%	13%
OCCCc1nc2ccccc2n1CCOc1ccccc1	-1.3	977	i	13	i	10	8	-1	3.4%	-0.5%	1%	-4%	3%
COc1ccc2c(c1)c(CC(=O)Nc1cc(C)ccc1C)c(C)n2C(=O)c1ccc(Cl)cc1	-0.3	493	i	26	+	0.5*	-111	-17	4.7%	-1.9%	10%	3%	7%

Some of the entries above in another layout:
Value order: bCat nuc transl, bCat nuc transl cell count 5 µM, T cell HTS, T cell HTS vesicle-bound %, Myeloid diff 2, Myeloid diff 2 GFP+ MAC1+ %, WT yeast gro inh, WT yeast gro inh mutant strain, RSV antiviral HEp-2, West Nile antiviral, Rac1 GTP hydrolysis, PhoP inhibition, Large T inhibition
> CCOc1ccccc1NC(=O)C1=C(C)NC(=O)NC1c1cccs1 (centres undefined)
  1.5, 959, i, 9, i, 0.1, -7, -1, 0.0%, -0.7%, 3%, -5%, 12%
> CCOc1cc(C2C3=C(CC(C)(C)CC3=O)N(CCCOC)C3=C2C(=O)CC(C)(C)C3)ccc1O
  /, /, i, 36, i, 0.5, /, /, 0.2%, -0.4%, 11%, -1%, 5%
> Cc1csc(SCCn2c(N3CCOCC3)nc3c2c(=O)[nH]c(=O)n3C)n1
  -0.1, 1142, i, 59, i, 3.1, -6, -10, -0.1%, -0.2%, 2%, 3%, 0%
> CC1CCC(NC(=O)CCN2C(=O)C3C4C=CC(C4)C3C2=O)CC1 (centres undefined)
  /, /, i, 51, i, 3.5, /, /, 5.6%, 0.4%, -1%, 0%, 10%
> CO/N=C/C1C(=O)NN=C1c1ccccc1 (centres undefined)
  -2.5, 1049, i, 58, i, 0.3, 0, -6, 0.7%, 0.2%, 8%, 4%, 13%
> OCCCc1nc2ccccc2n1CCOc1ccccc1
  -1.3, 977, i, 13, i, 10, 8, -1, 3.4%, -0.5%, 1%, -4%, 3%
> COc1ccc2c(c1)c(CC(=O)Nc1cc(C)ccc1C)c(C)n2C(=O)c1ccc(Cl)cc1
  -0.3, 493, i, 26, +, 0.5*, -111, -17, 4.7%, -1.9%, 10%, 3%, 7%

Continued.
SMILES	bCat nuc transl	bCat nuc transl cell count 5 µM	T cell HTS	T cell HTS vesicle-bound %	Myeloid diff 2	Myeloid diff 2 GFP+ MAC1+ %	WT yeast gro inh	WT yeast gro inh mutant strain	RSV antiviral HEp-2	West Nile antiviral	Rac1 GTP hydrolysis	PhoP inhibition	Large T inhibition
CC(C)(C)C(=O)Nc1nc2cc3c(cc2s1)OCO3	0.6	1273	i	46	i	0.4	/	/	1.7%	0.1%	18%	-6%	8%
CCc1ccc(N2CN=c3s/c(=C\c4ccccc4)c(=O)n3C2)cc1	-2.0	1138	i	31	i	0.8	/	/	2.7%	0.2%	7%	-3%	16%
Cc1onc(-c2ccccc2Cl)c1C(=O)N1CCN(Cc2ccc3c(c2)OCO3)CC1	-0.5	1634	i	9	i	0.9	5	3	0.1%	-1.5%	5%	10%	23%
Cc1nn(-c2ccccc2)c(N)c1C1(O)C(=O)N(C)c2ccccc21 (centres undefined)	/	/	i	20	i	0.5	-16	-8	2.2%	0.3%	5%	9%	14%
CCO[C@@H]1OC(C(=O)N2CCOCC2)=C[C@H](c2cn(C(C)=O)c3ccccc23)[C@H]1CCCO	0.3	1168	i	20	i	1.4	1	7	2.1%	0.1%	8%	-3%	6%
CC(C)(C)OC(=O)N1CCC(NC(=O)c2[nH]cnc2C(=O)Nc2ccon2)CC1	/	/	i	33	i	2.8	/	/	0.2%	/	2%	/	/
CCOc1cc(C2c3c(oc4ccccc4c3=O)C(=O)N2c2nccs2)ccc1O (centres undefined)	0.2	1262	i	25	i	0.4	/	/	-0.2%	-0.2%	9%	-4%	8%
COc1ccc(-c2cc(N)n(S(=O)(=O)c3ccc(C)cc3)n2)c(OC)c1	/	/	i	25	i	2.4	9	7	0.2%	-0.2%	14%	4%	14%
COc1cccc(CNC(=O)CCS(=O)(=O)c2ccccc2Cl)c1	/	/	i	33	i	0.0	/	/	-0.2%	/	3%	/	/
CC/C(=C(/CC)c1ccc(O)cc1)c1ccc(O)cc1	4.9	915	i	29	i	2.1	76*	24*	4.1%	1.2%	12%	3%	7%
Cc1ccc(Cn2c(=O)n(-c3ccccc3)c(=O)c3ccc(C(=O)NCc4ccco4)cc32)cc1	-0.9	569	i	46	i	8.7	-17	-13	-1.2%	/	-5%	-7%	5%
O=C(O)c1ccc(CSC2CCCCC2)cc1	/	/	i	59	i	0.2	/	/	2.5%	0.5%	3%	-7%	8%
Cc1nc(SCC(=O)Nc2cc(Cl)ccc2[N+](=O)[O-])nc(C)c1C	0.2	923	i	21	i	1.0	7	-6	7.4%	-0.3%	3%	14%	7%
CCOC(=O)CSc1cccc2cccnc12	-3.3	1274	i	8	i	0.3	15	5	3.0%	-0.1%	22%	16%	2%
CC1=CCC(COC(=O)Nc2ccccc2)CC1 (centres undefined)	2.4	1332	i	56	i	0.5	-10	-7	10%	0.1%	-3%	-4%	8%
OCCN1CCN(C(=S)c2ccc(Br)cc2)CC1	/	/	i	10	i	1.7	/	/	-0.2%	/	18%	8%	5%
CC1(C)c2[nH]c3ccccc3c2C[C@H]2C(=O)N(N)CC(=O)N21	/	/	i	20	/	/	/	/	0.5%	0.1%	7%	3%	0%
